cardiac RTF act = increases calcium sensitivity of human cardiac regulated thin filaments; IANBD-labeled TnC RTF fluorescence at EC20 calcium; 0% EC20 calcium, 100% full calcium; activation, % at 7.2 µM; actives 0.24% (n = 340,000);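 active means activation above the mean over all tested compounds plus 3 SD, cut at about 30% in these data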;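 further: rise in fluorescence read as greater calcium sensitivity of cardiac thin filaments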
DAGLB inh = blocks human DAGLB lipase activity. actives 0.059% (n = 340,000). HEK293T DAGLB membrane lysate, EnzChek fluorogenic substrate. Q8NCG7. inhibition, % at 5.17 µM; in the data active means inhibition above about 34%;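 further: 0% = enzyme with vehicle and 100% = wells lacking enzyme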
Target sequence (Q8NCG7 whole entry, looked up): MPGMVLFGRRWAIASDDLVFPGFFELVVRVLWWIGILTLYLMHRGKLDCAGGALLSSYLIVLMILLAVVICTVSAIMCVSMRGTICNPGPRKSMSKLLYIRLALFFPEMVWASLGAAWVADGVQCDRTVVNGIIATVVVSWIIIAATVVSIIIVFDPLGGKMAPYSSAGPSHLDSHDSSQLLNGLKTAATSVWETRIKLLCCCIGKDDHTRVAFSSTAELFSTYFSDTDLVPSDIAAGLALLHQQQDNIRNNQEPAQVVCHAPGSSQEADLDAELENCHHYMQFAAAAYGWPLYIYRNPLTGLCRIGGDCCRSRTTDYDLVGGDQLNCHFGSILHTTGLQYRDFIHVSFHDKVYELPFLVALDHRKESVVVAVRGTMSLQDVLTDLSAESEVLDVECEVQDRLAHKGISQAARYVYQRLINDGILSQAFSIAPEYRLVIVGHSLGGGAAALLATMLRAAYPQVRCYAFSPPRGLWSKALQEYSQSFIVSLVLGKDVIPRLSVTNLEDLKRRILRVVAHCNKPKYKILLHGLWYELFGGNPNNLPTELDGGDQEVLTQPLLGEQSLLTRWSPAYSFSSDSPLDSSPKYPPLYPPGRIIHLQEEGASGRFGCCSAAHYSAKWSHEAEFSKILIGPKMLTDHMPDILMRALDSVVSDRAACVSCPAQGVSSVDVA
SR-BI DiI-HDL act = activators of SR-BI mediated HDL lipid uptake; actives 0.096% (n = 320,000); activation, % at 12.5 µM; CHO ldlA[mSR-BI] cells, DiI-HDL uptake fluorescence, 3 h; 100 = double the neutral-control signal; AID 504775;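 active means mean replicate activation of at least 60% and every replicate at or above 60%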;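 further: 0% = median plate neutral-control signal and 100% = twice that signal; values of inactives mirror those of a sister screen read the other way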
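Test system: SR-BI-overexpressing, LDLR-lacking CHO cells. Measured by: DiI fluorescence, bottom read. Medium: Ham's F12 with 0.5% BSA, HEPES 25 mM, pH 7.4. Timing: 3 h uptake period with compound, 37 °C.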
Rtt109 Vps75 = C. albicans Rtt109 histone acetyltransferase inhibition; Q5AAJ8; AID 540336; inhibition, % at 34.9 µM; purified Rtt109/Vps75, ThioGlo CoA-SH fluorescence, 4 h; actives 0.16% (n = 330,000);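 active means inhibition of at least 50% in every replicate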
Target sequence (Q5AAJ8 whole entry, looked up): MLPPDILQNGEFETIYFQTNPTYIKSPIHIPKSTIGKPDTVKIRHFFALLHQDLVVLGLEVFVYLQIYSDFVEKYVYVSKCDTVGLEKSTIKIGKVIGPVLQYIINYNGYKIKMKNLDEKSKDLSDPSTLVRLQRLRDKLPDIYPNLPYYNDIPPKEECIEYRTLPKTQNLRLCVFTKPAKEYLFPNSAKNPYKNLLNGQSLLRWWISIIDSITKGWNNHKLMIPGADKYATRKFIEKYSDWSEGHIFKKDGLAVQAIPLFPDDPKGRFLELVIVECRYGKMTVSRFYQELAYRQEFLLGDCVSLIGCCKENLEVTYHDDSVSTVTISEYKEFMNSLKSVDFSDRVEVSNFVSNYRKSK
Keap1 Nrf2 FP = Keap1-Nrf2 (human) interaction inhibition | Keap1 Kelch-Nrf2 peptide fluorescence polarization, 1536-well | inhibition, % at 9.4 µM | actives 0.15% (n = 340,000); in the data active means inhibition above about 12%;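 further: human Keap1 Kelch domain with fluorescein labeled Nrf2 9mer peptide probe; 0% = neutral control wells and 100% = peptide positive control; higher means more block of Keap1 binding to Nrf2 peptide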
Cardiac RTF inh = cardiac RTF calcium desensitization; IANBD-labeled cardiac RTF, Ca2+ fluorescence; inhibition, % at 7.15 µM; actives 0.12% (n = 340,000);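 active means inhibition above the mean inhibition of all tested compounds plus 3 SD, cut at about 17% in these data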;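 further: assay run at fixed EC70 calcium of 1.6 mM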
CAL PDZ FP-1 = human CAL PDZ-peptide interaction inhibition; AID 504414; purified CAL PDZ, TMR-peptide fluorescence polarization, 1 h; actives 0.02% (n = 330,000); inhibition, % at 20 µM;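 active means highest replicate inhibition of at least 40%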;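 further: plate controls were DMSO neutral control wells for no effect and unlabeled competitor peptide control wells for full effect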
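Control set: unlabelled peptide and DMSO controls / Material: purified CerCALP PDZ construct / Timing: 1 h incubation at room temperature before polarization reading / Doses: 20 µM, one dose / Detection: fluorescence polarization (mP)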
CAL PDZ FP-2 = CAL PDZ (human) peptide binding inhibition. actives 0.92% (n = 300,000). AID 602252. Q9HD26. inhibition, % at 24.9 µM. purified CAL PDZ, TMR-peptide fluorescence polarization, 1 h;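 active means mean inhibition of at least 30% with at least half of replicates also reaching 30%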;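 further: 0% = DMSO neutral control and 100% = excess unlabeled competitor peptide PRC23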
C-LANA FP = blocks KSHV LANA C-terminal domain binding to DNA; MBP-C-LANA/FAM-LBS DNA binding, fluorescence polarization; inhibition, % at 9 µM; actives 0.078% (n = 340,000);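 active means highest replicate inhibition at or above 60% at 9 µM, even if other replicates fall short; inactive means all replicates below 60% inhibition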;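 further: 0% = neutral control wells and 100% = 4 µM acridine orange control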
PKA-R2B activ = activators of human PKA-R2B complex; AID 504700; actives 0.079% (n = 340,000); P22694+P31323; activation, % at 11.4 µM; PKA-R2B holoenzyme dissociation, Cy5-IP20 fluorescence polarization; R2B truncated from residue 108, S112A mutant; 0% DMSO only, 100% 113 µM cGMP;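 active means activation above a cutoff set at the mean over all compounds plus 3 SD, cut at about 18% in these data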;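 further: higher means more holoenzyme dissociation and a rise in polarization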
* marks the source's active call; other numbers are inactive results.

Results for CCOc1ccccc1NC(=O)NC(=O)N(C)S(=O)(=O)c1ccc(C)cc1 ?
cardiac RTF act: 0.2; DAGLB inh: -4.0; SR-BI DiI-HDL act: -26.5; Rtt109 Vps75: -0.6; Keap1 Nrf2 FP: -3.8; Cardiac RTF inh: -4.6; CAL PDZ FP-1: -0.9; CAL PDZ FP-2: 5.5; C-LANA FP: -0.2; PKA-R2B activ: -14.2

How did C1=C(c2cc3ccccc3cn2)CCCC1 do in these assays?
cardiac RTF act: -2.6; DAGLB inh: -2.9; SR-BI DiI-HDL act: -16.5; Rtt109 Vps75: -5.2; Keap1 Nrf2 FP: -2.7; Cardiac RTF inh: 8.6; CAL PDZ FP-1: -0.1; CAL PDZ FP-2: -1.7; C-LANA FP: 2.3; PKA-R2B activ: 6.8

How did CC(C)c1c(C(=O)N/N=C/c2ccsc2)nnn1-c1nonc1N do in these assays?
cardiac RTF act: -2.4; DAGLB inh: 0.2; SR-BI DiI-HDL act: -2.2; Rtt109 Vps75: 2.1; Keap1 Nrf2 FP: -1.1; Cardiac RTF inh: 1.9; CAL PDZ FP-1: -1.6; CAL PDZ FP-2: -3.1; C-LANA FP: -0.4; PKA-R2B activ: 5.1

What do the screens show for `CSc1ccccc1C(=O)NCc1ccc(C)cc1`?
cardiac RTF act: 1.1; DAGLB inh: -2.4; SR-BI DiI-HDL act: 23.9; Rtt109 Vps75: -4.4; Keap1 Nrf2 FP: -5.5; Cardiac RTF inh: -7.8; CAL PDZ FP-1: 1.6; CAL PDZ FP-2: 4.3; C-LANA FP: 2.2; PKA-R2B activ: -7.2

How did O=C1CC(c2ccccc2)Cc2nc3ncnn3cc21 (stereo not given) do in these assays?
cardiac RTF act: 0.1; DAGLB inh: 0.3; SR-BI DiI-HDL act: 2.8; Rtt109 Vps75: -3.2; Keap1 Nrf2 FP: -2.9; Cardiac RTF inh: -0.9; CAL PDZ FP-1: -2.2; CAL PDZ FP-2: -5.6; C-LANA FP: 0.0; PKA-R2B activ: -10.5

Results for CNS(=O)(=O)c1cccc(C(=O)NCC2(N3CCOCC3)CCCCC2)c1 ?
cardiac RTF act: 6.8; DAGLB inh: -1.0; SR-BI DiI-HDL act: 6.4; Rtt109 Vps75: 2.1; Keap1 Nrf2 FP: -0.7; Cardiac RTF inh: -9.3; CAL PDZ FP-1: 0.2; CAL PDZ FP-2: -0.6; C-LANA FP: 1.2; PKA-R2B activ: 5.3

How did Nc1nc(NCc2ccco2)nc(Nc2ccccc2)c1[N+](=O)[O-] do in these assays?
cardiac RTF act: 2.6; DAGLB inh: -5.0; SR-BI DiI-HDL act: 9.1; Rtt109 Vps75: -1.1; Keap1 Nrf2 FP: -7.3; Cardiac RTF inh: -5.0; CAL PDZ FP-1: 0.4; C-LANA FP: 0.4; PKA-R2B activ: 3.9

Results for CCCCCCCCN1[C@@H](CC(=O)O)c2ccc(C(F)(F)F)cc2S1(=O)=O ?
cardiac RTF act: -1.2; DAGLB inh: 5.0; SR-BI DiI-HDL act: 9.9; Rtt109 Vps75: 9.5; Keap1 Nrf2 FP: 1.0; Cardiac RTF inh: -7.1; CAL PDZ FP-1: -0.2; CAL PDZ FP-2: 0.2; C-LANA FP: 1.5; PKA-R2B activ: -3.9

What do the screens show for `O=C(O)CCCCCNC(=O)OCC1c2ccccc2-c2ccccc21`?
cardiac RTF act: 0.1; DAGLB inh: -0.9; SR-BI DiI-HDL act: 2.9; Rtt109 Vps75: -6.1; Keap1 Nrf2 FP: 4.9; Cardiac RTF inh: -4.1; CAL PDZ FP-1: -0.2; CAL PDZ FP-2: -3.5; C-LANA FP: -1.4; PKA-R2B activ: -1.4

How did CCOc1ccc(/C=C/C(=O)Nc2ccc(OC)cc2[N+](=O)[O-])cc1 do in these assays?
cardiac RTF act: 28.4; DAGLB inh: -4.4; SR-BI DiI-HDL act: -35.2; Rtt109 Vps75: -4.1; Keap1 Nrf2 FP: -0.4; Cardiac RTF inh: -39.9; CAL PDZ FP-1: -0.8; CAL PDZ FP-2: -4.6; C-LANA FP: 19.6; PKA-R2B activ: -1.6

What do the screens show for `O=C(Cn1cnc2c(nnn2-c2ccccc2)c1=O)N1CCCc2ccccc21`?
cardiac RTF act: 5.5; DAGLB inh: 0.0; SR-BI DiI-HDL act: -4.5; Rtt109 Vps75: 3.4; Keap1 Nrf2 FP: 2.6; Cardiac RTF inh: -6.4; CAL PDZ FP-1: -0.3; C-LANA FP: -1.6; PKA-R2B activ: -3.5

Results for Cc1ccc(NC(=O)c2cc(=O)[nH]c3ccccc23)cc1C ?
cardiac RTF act: 0.4; DAGLB inh: 1.3; SR-BI DiI-HDL act: -35.5; Rtt109 Vps75: 3.9; Keap1 Nrf2 FP: -0.2; Cardiac RTF inh: -0.6; CAL PDZ FP-1: -1.1; CAL PDZ FP-2: -4.1; C-LANA FP: -1.2; PKA-R2B activ: -8.1

Results for COc1ccc(OC)c(C(=O)NC(CC(N)=O)c2ccc(NCc3ccccn3)c([N+](=O)[O-])c2)c1 (stereo not given) ?
cardiac RTF act: 7.9; DAGLB inh: -2.6; SR-BI DiI-HDL act: -15.5; Rtt109 Vps75: -0.8; Keap1 Nrf2 FP: 2.9; Cardiac RTF inh: 10.9; CAL PDZ FP-1: -1.9; CAL PDZ FP-2: -0.4; C-LANA FP: 0.7; PKA-R2B activ: -1.0

What do the screens show for `COc1ccc(NC(=O)CCCc2nnc3n(C)c(=O)c4sccc4n23)cc1`?
cardiac RTF act: -6.5; DAGLB inh: -1.9; SR-BI DiI-HDL act: 2.1; Rtt109 Vps75: 2.1; Keap1 Nrf2 FP: 2.7; Cardiac RTF inh: 2.1; CAL PDZ FP-1: -2.1; CAL PDZ FP-2: -2.8; C-LANA FP: 1.6; PKA-R2B activ: -13.7

How did Cc1csc(=O)n1CC(=O)OCC(=O)NC(C)c1ccc(F)cc1 (stereo not given) do in these assays?
cardiac RTF act: 1.4; DAGLB inh: 2.0; SR-BI DiI-HDL act: 10.1; Rtt109 Vps75: 4.2; Keap1 Nrf2 FP: -4.0; Cardiac RTF inh: -10.2; CAL PDZ FP-1: -0.8; CAL PDZ FP-2: 7.6; C-LANA FP: -0.8; PKA-R2B activ: 3.2

Results for CCOC(=O)CC1C(=O)NCCN1S(=O)(=O)c1ccc(Cl)cc1 (stereo not given) ?
cardiac RTF act: -0.6; DAGLB inh: 3.9; SR-BI DiI-HDL act: 10.9; Rtt109 Vps75: -3.3; Keap1 Nrf2 FP: 5.0; Cardiac RTF inh: 2.8; CAL PDZ FP-1: -2.9; CAL PDZ FP-2: -2.1; C-LANA FP: 2.2; PKA-R2B activ: -1.8

What do the screens show for `Cc1ccc(-c2csc(NC(=O)c3cccs3)n2)cc1`?
cardiac RTF act: -1.9; DAGLB inh: -13.1; SR-BI DiI-HDL act: -35.2; Rtt109 Vps75: 6.2; Keap1 Nrf2 FP: -0.6; Cardiac RTF inh: -10.5; CAL PDZ FP-1: 0.2; CAL PDZ FP-2: -1.5; C-LANA FP: -1.5; PKA-R2B activ: -5.4

How did N#Cc1c(NC(=O)CSc2ncn[nH]2)sc2c1CCCC2 do in these assays?
cardiac RTF act: 0.9; DAGLB inh: -1.7; SR-BI DiI-HDL act: -12.2; Rtt109 Vps75: 2.8; Keap1 Nrf2 FP: -2.9; Cardiac RTF inh: -43.2; CAL PDZ FP-1: -0.2; CAL PDZ FP-2: 0.3; C-LANA FP: -0.6; PKA-R2B activ: 0.0

What do the screens show for `Cc1ccccc1OCCNC(=O)CSc1ccc(C(F)(F)F)cc1[N+](=O)[O-]`?
cardiac RTF act: -5.4; DAGLB inh: -4.0; SR-BI DiI-HDL act: 4.6; Rtt109 Vps75: 0.5; Keap1 Nrf2 FP: 3.5; Cardiac RTF inh: 0.2; CAL PDZ FP-1: -1.5; CAL PDZ FP-2: -4.2; C-LANA FP: 0.5; PKA-R2B activ: -0.9

Results for O=C1c2cnccc2CN1Cc1ccccc1 ?
cardiac RTF act: -5.3; DAGLB inh: -1.8; SR-BI DiI-HDL act: 12.7; Rtt109 Vps75: -0.1; Keap1 Nrf2 FP: 2.2; Cardiac RTF inh: -7.8; CAL PDZ FP-1: 0.0; CAL PDZ FP-2: -5.8; C-LANA FP: -1.0; PKA-R2B activ: -0.8

What do the screens show for `CCOC(=O)c1sc(=S)n(Cc2ccccc2)c1C`?
cardiac RTF act: -5.4; DAGLB inh: -8.4; SR-BI DiI-HDL act: -1.6; Rtt109 Vps75: 18.5; Keap1 Nrf2 FP: 6.3; Cardiac RTF inh: 4.1; CAL PDZ FP-1: -0.5; CAL PDZ FP-2: -5.1; C-LANA FP: -4.1; PKA-R2B activ: 7.8

How did COCCNC(=O)C(c1ccc(F)cc1)N(C(=O)CCC(=O)Nc1ccccn1)C1CCCCC1 (stereo not given) do in these assays?
cardiac RTF act: 2.2; DAGLB inh: -1.0; Rtt109 Vps75: -16.6; Keap1 Nrf2 FP: -2.9; Cardiac RTF inh: -11.1; CAL PDZ FP-1: -2.6; CAL PDZ FP-2: 0.2; C-LANA FP: -0.1; PKA-R2B activ: -2.0

Results for CCc1cc2c(=O)n(Cc3ccco3)c(SCC(=O)NC3CCS(=O)(=O)C3)nc2s1 (stereo not given) ?
cardiac RTF act: 2.3; DAGLB inh: 0.9; SR-BI DiI-HDL act: 8.9; Rtt109 Vps75: -42.4; Keap1 Nrf2 FP: -7.1; Cardiac RTF inh: -7.3; CAL PDZ FP-1: -3.9; CAL PDZ FP-2: -2.2; C-LANA FP: -0.7; PKA-R2B activ: 4.6

Results for COc1ccc(N2CCN(C(=O)c3nc4nc(C)cc(C)n4n3)CC2)cc1 ?
cardiac RTF act: 1.3; DAGLB inh: 0.4; SR-BI DiI-HDL act: 6.6; Rtt109 Vps75: -9.3; Keap1 Nrf2 FP: -3.7; Cardiac RTF inh: -1.2; CAL PDZ FP-1: 2.5; CAL PDZ FP-2: 0.5; C-LANA FP: 0.4; PKA-R2B activ: 5.5

How did O=C1c2ccccc2C(=O)N1Cc1nc(-c2ccncc2)no1 do in these assays?
cardiac RTF act: 6.5; DAGLB inh: 0.2; SR-BI DiI-HDL act: 12.2; Rtt109 Vps75: -14.7; Keap1 Nrf2 FP: 0.0; Cardiac RTF inh: -5.0; CAL PDZ FP-1: -1.6; CAL PDZ FP-2: -0.3; C-LANA FP: -1.7; PKA-R2B activ: -13.8

Results for CCC(=O)Nc1ccc(S(=O)(=O)NCC2CCCO2)cc1 (stereo not given) ?
cardiac RTF act: -1.7; DAGLB inh: 0.1; SR-BI DiI-HDL act: -16.2; Keap1 Nrf2 FP: -2.7; Cardiac RTF inh: -5.3; CAL PDZ FP-1: -2.5; CAL PDZ FP-2: -20.0; C-LANA FP: -3.6; PKA-R2B activ: -2.2

What do the screens show for `Oc1[nH]c(N=C2N=c3ccccc3=N2)c2ccccc12`?
cardiac RTF act: -0.2; DAGLB inh: 6.7; Rtt109 Vps75: -1.4; Keap1 Nrf2 FP: 8.5; Cardiac RTF inh: -14.9; CAL PDZ FP-2: -3.2; C-LANA FP: 13.8; PKA-R2B activ: 7.8

Bioassay records (PubChem BioAssay)
